Screens: PubChem, National Center for Advancing Translational Sciences (NCATS)
G9a inh: blocks human histone lysine methyltransferase G9a; AID 504332; Q96KQ7; G9a H3K9 monomethylation, AlphaScreen, 2 h; 350,000 compounds, 8.8% hits; Potency, µM (highest dose often 102 µM), for the others: at the top dose activity, negative = inhibition, most hits filed as inhibitors; note: % is set by controls: 0 for no effect and ±100 for the full control effect; nearly all actives have a fitted effect of over 75% in size
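Compounds were preincubated with 20 nM G9a for 15 min, after which biotinylated H3K9 peptide (500 nM) and SAM (20 uM) started a 2 h room-temperature reaction. Monomethylated product was quantified by antibody-based AlphaScreen chemiluminescence.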
BAZ2B inh: inhibitors of human BAZ2B bromodomain. Potency, µM (highest dose often 114 µM), for inactives: at the top dose activity change, negative = inhibition, hits mostly inhibitors. AlphaScreen BAZ2B-H3K14Ac peptide displacement. Q9UIF8. 360,000 compounds, 4.4% hits; note: % is set by controls: 0 for no effect and ±100 for the full control effect; nearly all actives have a fitted effect of over 60% in size
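BAZ2B (50 nM) with biotin-H3(5-23)K14Ac peptide (50 nM) in PBS pH 7.4, 0.01% Tween-20, preformed 30 min, then compound 30 min at room temperature; top concentration 110uM. AlphaScreen streptavidin donor/nickel chelate acceptor beads (10 ug/mL final), 20 min dark, signal read.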
Pol kappa inh: inhibitors of human DNA polymerase kappa; Q9UBT6; 400,000 compounds, 0.53% hits; purified Pol kappa, fluorescent DNA synthesis assay, 10 min; Potency, µM (series often up to 107 µM), inactives show top-dose activity, negative = inhibition, most hits filed as inhibitors; note: % is set by controls: 0 for no effect and ±100 for the full control effect
Target sequence (Q9UBT6 whole entry, looked up): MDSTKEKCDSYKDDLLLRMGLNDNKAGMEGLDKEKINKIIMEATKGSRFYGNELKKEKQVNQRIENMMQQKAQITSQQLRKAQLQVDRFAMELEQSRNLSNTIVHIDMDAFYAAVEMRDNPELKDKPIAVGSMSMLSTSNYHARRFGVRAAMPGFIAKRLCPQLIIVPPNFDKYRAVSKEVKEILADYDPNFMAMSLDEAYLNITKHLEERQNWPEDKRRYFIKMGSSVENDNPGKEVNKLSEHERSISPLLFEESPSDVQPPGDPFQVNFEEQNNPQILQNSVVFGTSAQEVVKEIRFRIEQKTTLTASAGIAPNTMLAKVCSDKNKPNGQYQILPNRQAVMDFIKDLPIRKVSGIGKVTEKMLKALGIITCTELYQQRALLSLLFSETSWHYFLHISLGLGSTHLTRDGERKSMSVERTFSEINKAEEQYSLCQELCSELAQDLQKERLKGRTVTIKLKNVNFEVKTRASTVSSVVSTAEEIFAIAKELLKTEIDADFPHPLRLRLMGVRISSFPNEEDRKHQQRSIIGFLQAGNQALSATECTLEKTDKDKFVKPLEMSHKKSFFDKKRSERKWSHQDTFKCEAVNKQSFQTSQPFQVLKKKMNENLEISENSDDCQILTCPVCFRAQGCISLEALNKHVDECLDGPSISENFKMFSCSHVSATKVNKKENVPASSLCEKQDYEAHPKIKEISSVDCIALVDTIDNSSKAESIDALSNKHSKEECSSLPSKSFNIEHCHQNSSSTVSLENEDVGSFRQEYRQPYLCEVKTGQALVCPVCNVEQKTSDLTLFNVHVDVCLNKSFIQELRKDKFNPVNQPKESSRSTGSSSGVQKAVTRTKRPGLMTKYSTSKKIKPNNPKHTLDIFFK
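Pol kappa 10 nM + cpd, 15 min RT; start w/ substrate 50 nM final; fluorescence kinetic read, 0 and 10 min. Neg ctrl: buffer, no enzyme.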
Pol eta inh: inhibitors of human DNA polymerase eta | recombinant Pol eta, fluorescent DNA replication assay | Potency, µM (doses to about 114 µM), inactives show at the top dose activity change, negative = inhibition, hits mostly inhibitors | Q9Y253 | 390,000 compounds, 1.2% hits; note: % is set by controls: 0 for no effect and ±100 for the full control effect
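Fluorescent replication assay: 50 nM final substrate added after a 15 min room-temperature compound preincubation with 10 nM enzyme. Signal taken at 0 min and again at 10 min.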
APE1 inh: APE1 (human) endonuclease inhibition; recombinant APE1, TAMRA/BHQ-2 abasic DNA cleavage fluorescence; AID 2517; P27695; Potency, µM (titrated, usually from 65.8 µM), for inactives: top-dose activity change, negative = inhibition, usual class: inhibitors; 350,000 compounds, 0.35% hits;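 note: plate controls were vehicle for no effect and reference inhibitor for full effect; nearly all actives have a fitted effect of over 55% in size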
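APE1 at 0.75 nM final was preincubated with compound 15 min at room temperature, then 50 nM double-stranded THF abasic-site substrate (5'-TAMRA/3'-BHQ-2) was added. Fluorescence (ex 525/em 598 nm) was read kinetically; third-minus-first read gave activity.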
Pol iota inh: DNA polymerase iota (human) inhibition. Potency, µM (doses to about 115 µM), inactives show at the highest dose activity, negative = inhibition, hits mostly inhibitors. AID 588590. Pol iota fluorescent replication assay, 10 min. 390,000 compounds, 1% hits. Q9UNA4
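Pol iota at 10 nM preincubated 15 min with compounds at room temperature; reaction started with fluorescent substrate, 50 nM final. Fluorescence read kinetically at 0 and 10 min; buffer-only wells as negative control.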
POLB inh: inhibitors of human DNA polymerase beta | P06746 | Pol beta primer extension/strand displacement, fluorescence kinetic | Potency, µM (series often up to 114 µM), for the others: at the top dose activity change, negative = inhibition, most hits filed as inhibitors | 340,000 compounds, 1.3% hits; note: % is set by controls: 0 for no effect and ±100 for the full control effect
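Pol beta (10 nM) and compounds were preincubated 15 min at room temperature, then 50 nM substrate (final) started primer extension/strand displacement. Reads were taken at 0 and 10 min; concentration-response data were fitted to a four-parameter Hill equation.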
BLM helicase inh: inhibitors of human Bloom syndrome helicase BLM. P54132. recombinant BLM DNA unwinding, fluorescence dequenching. Potency, µM (top dose mostly 56.1 µM), for the others: top-dose activity change, negative = inhibition, usual class: inhibitors. 350,000 compounds, 0.2% hits. AID 2528;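 note: plate controls were vehicle for no effect and no enzyme for full effect; nearly all actives have a fitted effect of over 35% in size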
Anesthetic bind: candidate novel general anesthetic via apoferritin binding; Potency, µM (series often up to 77.5 µM), without a hit: at the top dose activity change, negative = displacement, most hits filed as inhibitors; apoferritin/1-aminoanthracene competitive binding, fluorescence; P02791; 350,000 compounds, 0.074% hits; note: % is set by controls: 0 for no effect and ±100 for the full control effect; nearly all actives have a fitted effect of over 20% in size
Target sequence (P02791 2-175 limits assumed): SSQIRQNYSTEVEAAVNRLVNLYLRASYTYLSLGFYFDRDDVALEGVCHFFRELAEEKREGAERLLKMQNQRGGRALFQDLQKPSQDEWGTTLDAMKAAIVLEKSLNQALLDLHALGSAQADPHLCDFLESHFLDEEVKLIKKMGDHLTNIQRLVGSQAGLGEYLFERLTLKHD
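In PBS, apoferritin at 10 uM is loaded with 1-AMA from a 50% saturated solution. After 10 min of compound exposure at ambient temperature, reduced 535 nm fluorescence indicates probe displacement.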
* marks the source's active call; other numbers are inactive results; ? = inconclusive; nt = not tested or not shown; [ ] = remark or other dose. Calls come from the whole dose curve; as a rule, active = well fitted curve in the direction sought with a large enough effect; inconclusive = small, poorly fitted or top-dose-only effect, or another doubt; inactive = no such curve, though single readings can be large; an effect the other way counts as inactive or inconclusive. Potency is the fitted concentration of half-maximal effect. An excerpt, so the mix of outcomes need not match the whole.

entry	structure	G9a inh	BAZ2B inh	Pol kappa inh	Pol eta inh	APE1 inh
1	CC(C)C[C@H](NC(=O)CNC(=O)[C@H](C)NC(=O)[C@H](CC(C)C)NC(=O)[C@H](CCCNC(=N)N)NC(=O)[C@H](Cc1cnc[nH]1)NC(=O)[C@@H](NC(=O)[C@@H](NC(=O)[C@@H]1CSSC[C@H](NC(=O)[C@@H](N)CO)C(=O)N[C@@H](CC(N)=O)C(=O)N[C@@H]([C@@H](C)O)C(=O)N[C@@H](C)C(=O)N[C@@H]([C@@H](C)O)C(=O)N1)C(C)C)[C@@H](C)O)C(=O)N[C@@H](CC(C)C)C(=O)N[C@@H](CO)C(=O)N[C@@H](CCCNC(=N)N)C(=O)N[C@@H](CO)C(=O)NCC(=O)NCC(=O)N[C@H](C(=O)N[C@H](C(=O)N[C@@H](CCCCN)C(=O)N[C@@H](CC(=O)O)C(=O)N[C@@H](CC(N)=O)C(=O)N[C@@H](Cc1ccccc1)C(=O)N[C@H](C(=O)N1CCC[C@H]1C(=O)N[C@H](C(=O)N[C@@H](CC(N)=O)C(=O)N[C@H](C(=O)NCC(=O)N[C@@H](CO)C(=O)N[C@@H](CCCCN)C(=O)N[C@@H](C)C(=O)N[C@@H](Cc1ccccc1)C(N)=O)C(C)C)[C@@H](C)O)C(C)C)C(C)C)C(C)C	nt	nt	-4%[60.1 µM]	nt	2%
2	O=C(CN1CCC(NC(=O)Cc2ccccc2)CC1)Nc1ccccc1Br	-7%[59 µM]	-3%	-11%[60.1 µM]	-7%	-3%
3	COc1ccccc1NC(=O)C1CCCN1S(=O)(=O)c1ccc(Cl)cc1 (stereo unspecified)	34%[activator]	2%	-17%	4%	-15%
4	CC(C)c1ccc(C(=O)NNC(=O)C2CC=CCC2C(=O)O)cc1 (stereo unspecified)	5%[59 µM]	10%	-5%	-8%	1%
5	CC1(C)Cc2c(c(N3CCOCC3)nc3snc(NC(=O)c4ccccc4)c23)CO1	27%	-2%	7%	-11%	1%
6	CCOc1ccc(C(=S)N2CCCC2)cc1	25%[2.33 µM]	3%	3%	-10%	4%
7	COc1ccc(Nc2cc(C(=O)NCCCN3CCOCC3)c3ccccc3n2)c(OC)c1	17%[12.7 µM]	-29%	0%	-13%	0%
8	CCOc1ccc(NC(=O)Cn2cc(C(=O)c3ccc(F)cc3)c(=O)c3cc4c(cc32)OCO4)cc1	2%[59 µM]	-10%	7%	-2%	nt
9	Cc1cc(C)n(-c2ccc(C(=O)Nc3ccc(C)c(S(=O)(=O)N4CCOCC4)c3)cc2)n1	28%	12%	2%	-22%	5%
10	CC(C)NC(=O)Nc1cccc2c1O[C@H](CN(C)S(=O)(=O)c1ccccc1)[C@@H](C)CN([C@H](C)CO)C2=O	nt	nt	11%	-9%	24%
11	CCc1cc2c(NC(Cc3ccccc3)C(=O)O)ncnc2s1 (stereo unspecified)	nt	9%	3%	-20%	-9%
12	O=C(O)c1cc(NCc2ccc(F)cc2)ccc1N1CCOCC1	?	3%	-12%	-10%	0%
13	c1cc2nncn2nc1N1CCCC1	-32%	3%	14%	11%	2%
14	Cc1cccc(CSc2nc3c(sc4ccccc43)c(=O)n2CCC(=O)NC(C)C)c1	-7%[59 µM]	18%	-2%	-22%	nt
15	CCCN(C(=S)Nc1ccccc1)C1CCS(=O)(=O)C1 (stereo unspecified)	-8%	-1%	0%	-16%	2%

entry	Pol iota inh	POLB inh	BLM helicase inh	Anesthetic bind
1	nt	nt	0%	-21%
2	19%	-1%	-5%	0%
3	71%[activator]	35%	0%	-1%
4	6%	37%	0%	-12%
5	-4%	-1%	-4%	2%
6	16%	7%	0%	-11%
7	11%	3%	0%	-13%
8	26%	35%	-11%	-20%
9	2%	-1%	1%	-24%
10	32%[activator]	nt	nt	nt
11	24%	48%	0%	-11%
12	-10%	0%	-8%	3%
13	18%	18%	0%	-8%
14	24%	25µM*	-1%	?
15	4%	-1%	-1%	-9%

Carrying on.
entry	structure	G9a inh	BAZ2B inh	Pol kappa inh	Pol eta inh	APE1 inh
16	O=C(COC(=O)CCSc1ccc(F)cc1)NCc1ccc(F)cc1	nt	nt	-20%	-5%	16%
17	CC(Oc1ccccc1)c1ccnc2nc(/N=C/N(C)C)nn12 (stereo unspecified)	6%	10%	-1%	4%	-2%
18	CCC(=O)N1CCc2cc(S(=O)(=O)CCC(=O)NC(C)CC)ccc21 (stereo unspecified)	-24%	-11%	-3%[60.1 µM]	-1%	6%
19	O=C(Nc1ccccn1)C(F)(F)C(F)(F)C(F)(F)C(F)(F)C(=O)Nc1ccccn1	-11%[59 µM]	?	-9%	-17%	9%
20	Nc1ccc2c(c1)CC(=O)c1ccccc1S2	30%[59 µM]	47%[activator]	1%	-14%	-4%
21	COc1ccc(S(=O)(=O)NCc2cc(=O)n(C)c(=O)n2C)cc1C	18%	-17%	5%	0%	5%
22	COc1ccc(-c2[nH]ncc2CN(C)CCc2c(C)n[nH]c2C)c(F)c1	4%	-2%	-11%	5%	1%
23	Cc1ccc(S(=O)(=O)NNC(=O)CC#N)cc1	21%[12.7 µM]	-2%	-18%	-3%	-4%
24	C1=CC(c2cc3ccccc3o2)OC(CCc2ccccc2)C1 (stereo unspecified)	nt	157%[activator]	-1%	-15%	4%
25	OC(c1ccccc1)c1nc2ccccc2n1Cc1c(F)cccc1Cl (stereo unspecified)	-28%[59 µM]	-33%	-6%	-14%	nt
26	Cc1cccc(NC(=O)C2CCCN2C(=O)Oc2ccccc2)c1 (stereo unspecified)	18%	-14%	-12%	-2%	2%
27	O=C(CN1CCN(CN2C(=O)NC3(CCCCCC3)C2=O)CC1)Nc1cccc(F)c1	31%[12.7 µM]	3%	3%	-10%	-2%
28	COc1ccc(N2CCN(S(=O)(=O)CCNC(=O)C34CC5CC(CC(C5)C3)C4)CC2)cc1	45µM*	?	-13%	-16%	-12%
29	CCOCCCNC(=O)c1cn(C)c2ccc(S(=O)(=O)N3CCCC3)cc2c1=O	62%[activator]	0%	3%	-15%	52%[activator]
30	O=C(OCC(=O)N1CCN(S(=O)(=O)c2ccc(Cl)cc2)CC1)c1cc(Br)ccc1O	-47%[2.33 µM]	0%	-2%	-20%	1%

entry	Pol iota inh	POLB inh	BLM helicase inh	Anesthetic bind
16	6%	nt	nt	nt
17	-17%	7%	-3%	-5%
18	-10%	1%	-3%	-3%
19	25%	17%	3%	-4%
20	-2%	0%	?	?
21	5%	91%	0%	-14%
22	8%	1%	-7%	-6%
23	?	10%	1%	2%
24	?	-7%	-3%	-11%
25	25%	-9%	-7%	-18%
26	?	9%	-12%	-7%
27	-12%	nt	nt	nt
28	9%	6%	-2%	-11%
29	7%	8%	0%	-4%
30	5%	nt	nt	nt

Later entries:
entry	structure	G9a inh	BAZ2B inh	Pol kappa inh	Pol eta inh	APE1 inh
31	CCCOc1ccc([C@@H]2C3CN(C(=O)OCC)CC=C3C(C#N)=C(N)C2(C#N)C#N)cc1OC (stereo partly specified)	?	2%	-10%	-23%	-2%
32	CCOC1OC2C(CO)OC(n3cnc4c(N)ncnc43)C2O1 (stereo unspecified)	?	-1%	3%	-20%	-1%
33	NC(=O)CS(=O)(=O)c1ccc(Cl)cc1	8%	9%	-11%	-2%	4%
34	CC1CC(C(F)(F)F)n2ncc(C(=O)O)c2N1 (stereo unspecified)	8%[12.7 µM]	5%	-7%	-1%	-4%
35	COc1ccc(-c2nnn(CC(=O)NCc3cccs3)n2)cc1OC	-45%[12.7 µM]	-12%	4%	-2%	-9%
36	CCC(=O)c1cn([C@H](CCC(OC)OC)CC(=O)OC(C)(C)C)cc1CC	24%[2.33 µM]	-5%	3%	-10%	23%
37	COc1ccc(OC)c(NC(=S)NN2CCN(C)CC2)c1	?	5%	-11%	10%	3%
38	O=C(COc1ccccc1)Nc1cccc(-c2nnc(-c3ccccc3)o2)c1	18%[59 µM]	4%	-17%	-6%	-7%
39	Cc1ccc(-c2nc3ccccc3o2)cc1NC(=S)NC(=O)c1cccs1	-33%	-3%	-2%	-11%	-3%

entry	Pol iota inh	POLB inh	BLM helicase inh	Anesthetic bind
31	-19%[58.9 µM]	0%	-9%	-7%
32	47%[activator]	-18%	0%	-2%
33	22%	0%	-5%	-7%
34	-4%	1%	-4%	-2%
35	8%	?	6%	-5%
36	6%	nt	nt	nt
37	1%	-25%	1%	5%
38	-8%	-14%	-5%	6%
39	9%	-9%	-5%	-11%

Given in transposed form: five of the compounds above
22: COc1ccc(-c2[nH]ncc2CN(C)CCc2c(C)n[nH]c2C)c(F)c1
7: COc1ccc(Nc2cc(C(=O)NCCCN3CCOCC3)c3ccccc3n2)c(OC)c1
38: O=C(COc1ccccc1)Nc1cccc(-c2nnc(-c3ccccc3)o2)c1
6: CCOc1ccc(C(=S)N2CCCC2)cc1
25: OC(c1ccccc1)c1nc2ccccc2n1Cc1c(F)cccc1Cl (stereo unspecified)
Compound | 22 | 7 | 38 | 6 | 25
G9a inh | 4% | 17%[12.7 µM] | 18%[59 µM] | 25%[2.33 µM] | -28%[59 µM]
BAZ2B inh | -2% | -29% | 4% | 3% | -33%
Pol kappa inh | -11% | 0% | -17% | 3% | -6%
Pol eta inh | 5% | -13% | -6% | -10% | -14%
APE1 inh | 1% | 0% | -7% | 4% | nt
Pol iota inh | 8% | 11% | -8% | 16% | 25%
POLB inh | 1% | 3% | -14% | 7% | -9%
BLM helicase inh | -7% | 0% | -5% | 0% | -7%
Anesthetic bind | -6% | -13% | 6% | -11% | -18%
